Bioassay records (PubChem BioAssay)
SENP1 inh – blocks the human SENP1 SUMO protease catalytic domain; 0.21% of 360,000 active; recombinant SENP1 catalytic domain, CyPet-SUMO1-YPet FRET cleavage; AID 624204; inhibition, % at 10 µM;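 active = inhibition at least 30% at 10 µM, raw YFP signal under a set limit, fluorescence ratio 0.5 to 1.5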;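 note: 0% = enzyme with DMSO and 100% = no enzyme wells; some results filed as inactive read as strong as hits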
Target sequence (Q9P0U3 419-644 limits assumed): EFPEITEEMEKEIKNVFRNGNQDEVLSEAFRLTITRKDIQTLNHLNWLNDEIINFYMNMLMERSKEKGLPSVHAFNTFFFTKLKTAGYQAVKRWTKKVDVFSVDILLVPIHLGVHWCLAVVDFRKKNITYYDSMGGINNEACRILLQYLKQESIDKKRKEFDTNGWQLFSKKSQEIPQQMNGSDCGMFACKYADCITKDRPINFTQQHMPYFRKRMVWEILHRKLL
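Assay system: hSENP1 catalytic domain, recombinant. Amount: SENP1 enzyme, 20 pM final. Schedule: 50 min reaction, RT, dark. Technique: FRET, CFP and YFP emission. Control set: no-enzyme wells low, DMSO-plus-enzyme wells high control.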
SENP8 block – SENP8 (human) protease inhibition. Q96LD8. recombinant SENP8, Nedd8 substrate fluorescence. inhibition, % at 20 µM. 0.64% of 360,000 active. AID 602440; in the data active = inhibition mostly above about 40%, no sharp cut-off; inactive = mostly below about 27%
Target sequence (Q96LD8 whole entry, looked up): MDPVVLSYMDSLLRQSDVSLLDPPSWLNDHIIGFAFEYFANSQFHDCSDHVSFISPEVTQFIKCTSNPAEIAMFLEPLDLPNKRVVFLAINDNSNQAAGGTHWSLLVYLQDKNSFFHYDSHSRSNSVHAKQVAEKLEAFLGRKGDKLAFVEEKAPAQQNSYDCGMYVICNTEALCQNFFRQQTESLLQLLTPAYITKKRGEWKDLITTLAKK
Active calls of the source: *; i = inactive. These rows are one share of the data; the hit share may differ from the screen's.

The line under a structure holds: SENP1 inh | SENP8 block
CCOC(=O)N1CCN(C(=O)C[C@@H]2C[C@@]3(C(=O)OCC)CCCC=C3N(CCC3=CCCCC3)C2=O)CC1
 : 2 | 32
COc1cc(C(O)c2nc(/C=C/c3ccc(C(F)(F)F)cc3)cs2)ccc1F (stereo not drawn)
 : -2 | -50
C#CCNC(=O)C[C@@H]1C[C@@]2(C(=O)OCC)CCCC=C2N(Cc2ccccc2)C1=O
 : 2 | 18
CCN1C(=O)[C@@H]2[C@@H]3CN(S(=O)(=O)c4ccc(C)cc4)[C@@H](c4ccccc4Cl)[C@@H]3C(=O)C[C@@H]2C1=O
 : -1 | 17
CC1(C(=O)NCc2ccc3c(c2)OCO3)CCN1C(=O)Cc1cccs1 (stereo not drawn)
 : 0 | 23
c1ccc(COc2ccc(-c3cc4nc(NCCCn5ccnc5)ccn4n3)cc2)cc1
 : -27 | i
CCC(c1nc2ccccc2[nH]1)n1c(-c2cnccn2)nc2ccccc21 (stereo not drawn)
 : 1 | -39
CCCCNC(=O)c1ccc2nc(CC)c(N(C)Cc3ccc(OC)cc3)n2c1
 : -15 | -1
COc1ccc(Cl)cc1Cn1c(C)c(C(=O)NCc2cccc(C(F)(F)F)c2)sc1=O
 : 2 | -2
COCCN(CCOC)Cc1cc(=O)oc2ccccc12
 : -5 | 3
COC(=O)c1c(-c2ccc(N(C)C)cc2)oc2c1C(OC)CCC2 (stereo not drawn)
 : -98 | -410
CC1(C(=O)Nc2cccc3cccnc23)CCN1Cc1ccccc1OC(F)F (stereo not drawn)
 : 2 | -71
CC(C)N(c1ccccc1)c1ccc(NC(=O)[C@@H]2O[C@H](CO)[C@@H](O)[C@H]2O)cc1
 : -2 | 38
CCOC(=O)[C@]12CCCC=C1N(Cc1ccco1)C(=O)[C@H](CC(=O)NCC1CCCCC1)C2
 : 0 | 2
O=C(Nc1ccc(Br)cc1Br)Nc1cccc2[nH]c([C@@H]3O[C@H](CO)[C@@H](O)[C@H](O)[C@H]3O)nc12
 : 4 | 3
CCCOc1ccc(F)cc1-c1cc(C(=O)Nc2ccc(F)c(Cl)c2)[nH]n1
 : 0 | 5
CCOC(=O)C(=C1Nc2ccccc2N1)n1c(-c2cccnc2)nc2ccccc21
 : -19 | -224
OC(c1ccccc1)c1nc(-c2cccs2)cs1 (stereo not drawn)
 : -2 | 10
Cn1nc(C(C)(C)C)cc1N1C(=O)CCC1(C)C(=O)NC1CCCC1 (stereo not drawn)
 : 2 | 12
COc1cc(-c2cc(NC(C)=O)c3ncc(-c4ccccc4)n3c2)cc(OC)c1OC
 : -4 | -292
O=c1oc2c(CN3CCOCC3)c(O)c(Cl)cc2c2c1CCC2
 : -136 | i
O=C(NCCc1ccccc1)C1Cc2c(-c3ccccc3Oc3ccccc3)ccnc2O1 (stereo not drawn)
 : 0 | 16
Cc1ccc(C(=O)NCCN2CCC(n3c(=O)[nH]c4ccccc43)CC2)cc1C
 : 4 | 12
COc1ccc(NC(=O)C2(C)CCN2Cc2csc3ccccc23)cc1OC (stereo not drawn)
 : 2 | 17
Cc1cccc(S(=O)(=O)NC(=O)C2(C)CCN2C(=O)CCC2CCCC2)c1 (stereo not drawn)
 : -1 | 2
Cc1cccc(C)c1NC(=O)C1(C)CCC(=O)N1c1cc(C(C)(C)C)nn1C (stereo not drawn)
 : 0 | 16
O=C(c1ccc(C(F)(F)F)cc1)N1CCC(=O)N([C@H](COCc2ccc(C(F)(F)F)cc2)Cc2ccccc2)CC1
 : 2 | 7
COc1cccc(-c2cnc(C(O)c3ccc(C)c(F)c3)[nH]2)c1 (stereo not drawn)
 : -1 | -10
COC(=O)[C@@]1(Cc2ccc(F)cc2)[C@H]2c3cc(C(=O)N4CCCC4)n(CCF)c3C[C@H]2CN1C(=O)c1ccccc1
 : -7 | -9
CC1(C(=O)NS(=O)(=O)Cc2cccc(Cl)c2)CCN1C(=O)C1CCCCC1 (stereo not drawn)
 : 0 | 16
CC(=O)OC1CC2C(C)(C)C(=O)C=CC2(C)C2CCC3(C)C(c4ccoc4)OC(=O)C4OC43C12C (stereo not drawn)
 : 0 | 5
COc1ccc(-c2sc3ccccc3c2-c2cc(OC)ccc2C=O)cc1
 : 2 | 6
COCCN1C[C@@H](CO)O[C@@H](n2cnc3c(N4CCN(c5ccccc5)CC4)ncnc32)C1
 : 2 | 21
COC(=O)[C@]12CCCCC=C1N(Cc1ccc(Cl)cc1Cl)C(=O)[C@H](CC(=O)NCCCN1CCCC1=O)C2
 : 3 | 11
COc1cc2c(cc1OC)C(c1ccccc1)N(Cc1ccc(S(=O)(=O)NC(=O)c3ccco3)cc1)CC2 (stereo not drawn)
 : 16 | -74
COC(=O)[C@@H](Cc1ccccc1)NC(=O)[C@H]1O[C@@H](n2cnc3c(N)ncnc32)[C@H](O)[C@@H]1O
 : 0 | 23
Cc1cccc(C)c1C(O)c1ncc(-c2ccc(Cl)cc2)[nH]1 (stereo not drawn)
 : 1 | 21
Cc1cccc(C)c1NC(=O)C1(C)CN(S(C)(=O)=O)CC(=O)N1CC(F)(F)F (stereo not drawn)
 : -4 | 28
CC1(C(=O)NS(=O)(=O)c2ccccc2Cl)CCN1C(=O)C1(c2ccccc2)CC1 (stereo not drawn)
 : 2 | 14
Cc1ccc(S(=O)(=O)N2C[C@H]3C(=O)C[C@@H](c4ccc(Cl)cc4)N(S(=O)(=O)c4ccc(C)cc4)[C@H]3C[C@H]2c2cccc3ccccc23)cc1
 : 0 | 13
COc1ccc(OC)c(CN2C(=O)c3ccccc3C2c2nnnn2Cc2ccccc2)c1 (stereo not drawn)
 : 1 | -102
CCCNC(=O)C1(C)CCN1C(=O)C1(c2ccccc2)CC1 (stereo not drawn)
 : 7 | 2
CC(CC(=O)Nc1ccc2c(c1)c(=O)n(C)n2-c1cccs1)c1ccccc1 (stereo not drawn)
 : 1 | -77
CC(C)C(=O)N1CCC1(C)C(=O)Nc1cccc(Oc2ccccc2)c1 (stereo not drawn)
 : -1 | 19
CSc1ccc(CN2CCC2(C)C(=O)NCc2cccc(C(F)(F)F)c2)cc1 (stereo not drawn)
 : 2 | 1
COC(=O)[C@@]1(Cc2ccc(F)cc2)[C@H]2c3cc(C(=O)N4CCCC4)n(Cc4ccc(C)o4)c3C[C@H]2CN1C(=O)c1ccccc1
 : -5 | 8
COc1ccc(CNC(=O)CCS(=O)(=O)c2ccc3nc(C)sc3c2)cc1
 : 2 | 9
Cc1cccc(C)c1-n1nnnc1C(c1ccnc2ccccc12)N(C)Cc1ccc(Cl)c(Cl)c1 (stereo not drawn)
 : 2 | 19
CCNC(=O)C1(C)CCN(C(=O)c2c(F)ccc(C)c2F)C1 (stereo not drawn)
 : 2 | 6
CC1=C(C(=O)N(C(C)C)C(C)C)CC(CC(=O)NCc2cccc3ccccc23)C(=O)N1Cc1ccc(F)cc1 (stereo not drawn)
 : 2 | 5
Nc1ncnc2c1ncn2[C@@H]1O[C@H](C(=O)N(CCC2=CCCCC2)CC2CC2)[C@@H](O)[C@H]1O
 : 0 | 14
OC(c1ccc(F)c(F)c1)c1nc(-c2ccncc2)cs1 (stereo not drawn)
 : 0 | 5
Cc1cnc(CNC(=O)C2(C)CCCN2CC(C)C)cn1 (stereo not drawn)
 : -3 | -9
CS(=O)(=O)Nc1cccc(-c2ccc3nncn3c2)c1
 : 0 | -61
COc1ccc2c(CN(Cc3ccccc3)Cc3ccccc3)cc(=O)oc2c1
 : -1 | -86
CC(C)[C@@H]1Cc2[nH]c(=O)[nH]c(=O)c2[C@H](C)O1
 : -1 | 5
OC[C@@H]1CN(Cc2ccc3c(c2)OCO3)C[C@H](n2cnc3c(NCc4ccco4)ncnc32)O1
 : -1 | -3
CC(C)c1ccc(-n2nnnc2SCc2nc(N)nc(N)n2)cc1
 : -1 | 4
CSCCC(C(=O)NC1CCCC1)n1c(-c2ccccn2)nc2ccccc21 (stereo not drawn)
 : 1 | -31
CCc1nc2c(OCCOc3ccccc3)cccn2c1N(C)C(=O)c1ccccc1F
 : -3 | 6

Remaining list, next part.
The line under a structure holds: SENP1 inh | SENP8 block
COc1ccc(NC(=O)Nc2cccc3[nH]c([C@@H]4O[C@H](CO)[C@@H](O)[C@H](O)[C@H]4O)nc23)cc1OC1CCCC1
 : 4 | 6
O=C1NC[C@H](CCCCN2CCN(Cc3ccccc3)C(=O)C2=O)N(CC2CCCCC2)C1=O
 : 1 | 5
O=C(c1ccco1)N1CCN(C(=O)c2[nH]c(C(F)(F)F)nc2-c2ccccc2)CC1
 : 0 | 24
O=S1(=O)N[C@@H](Cc2ccccc2)COc2cc(N3CCSCC3)ccc21
 : 3 | 18
CCOc1cc(OCC)cc(C(=O)N2CCC[C@H]2C(=O)N2CCC[C@H]2C(=O)NCc2cccc(OC)c2)c1
 : 0 | 6
O=C(CC[C@H]1O[C@@H](n2ccc(=O)[nH]c2=O)[C@H](O)[C@@H]1O)N[C@H](Cc1ccccc1)C(=O)NCc1ccco1
 : 4 | 7
O=C(NCCc1ccccc1)C1Cc2c(-c3ccc4c(c3)OCO4)ccnc2O1 (stereo not drawn)
 : -1 | -94
CCOC(=O)C1=C[C@@H](c2ccccc2)N(S(=O)(=O)c2ccc(C)cc2)[C@H]1c1ccc(F)cc1
 : 0 | 13
CC1(C(=O)NS(=O)(=O)c2cccs2)CCN1C(=O)c1ccccc1 (stereo not drawn)
 : 1 | 20
CCOC(=O)C1=CCN(S(=O)(=O)c2ccccc2Cl)C1c1cccc(F)c1 (stereo not drawn)
 : 2 | 9
O=C(O)c1cccc(-c2csc(C(O)(c3ccccc3)C(F)(F)F)n2)c1 (stereo not drawn)
 : 3 | 23
Cc1c(C(=O)NCc2ccc(C(C)C)cc2)sc(=O)n1Cc1ccc(S(=O)(=O)N(C)C)cc1
 : 1 | 9
CCCNC(=O)C1(C)CCN(C(=O)c2ccc3c(c2)CCO3)C1 (stereo not drawn)
 : 2 | 14
O=C(/C=C/[C@H]1O[C@@H](n2cnc3c(NC(=O)c4ccccc4)ncnc32)[C@H](O)[C@@H]1O)NCCCc1ccccc1
 : 1 | 11
CCOC(=O)[C@]12CCC=C1N(CCC1=CCCCC1)C(=O)[C@H](CC(=O)NCc1ccc(C)o1)C2
 : -4 | 14
COc1ccc(C(C)(O)c2nc(-c3ccc(N(C)C)cc3)cs2)cc1 (stereo not drawn)
 : -1 | -4
NC(CCc1ccccc1)c1csc(Nc2ccc(C(=O)NCCO)cc2)n1 (stereo not drawn)
 : -10 | -352
COCCN(CCOC)Cc1cc(=O)oc2cc(C)c(Cl)cc12
 : -3 | -23
CC1(C(=O)NCc2ccccc2)CSCC(=O)N1C1CCN(Cc2ccccc2)CC1 (stereo not drawn)
 : -1 | 19
CNc1cnc(-c2ccsc2)cn1
 : -20 | -483

Compounds from the list above with an aryl thioether with sulfur outside any ring, in the order listed:
The line under a structure holds: SENP1 inh | SENP8 block
CSc1ccc(CN2CCC2(C)C(=O)NCc2cccc(C(F)(F)F)c2)cc1 (stereo not drawn)
 : 2 | 1
CC(C)c1ccc(-n2nnnc2SCc2nc(N)nc(N)n2)cc1
 : -1 | 4

(more compounds)
The line under a structure holds: SENP1 inh | SENP8 block
COc1ccc(OCCN2CCC(C(=O)NC(c3ccccc3)c3ccc4ccccc4n3)CC2)cc1 (stereo not drawn)
 : -4 | -111
Cc1cscc1-c1nc(NCC2CC2)nc2ccsc12
 : -34 | -495
O=C1Nc2ccccc2-n2nnnc2C1N1CCN(c2ccc(C(F)(F)F)cn2)CC1 (stereo not drawn)
 : -8 | 2
CC(=O)NC(c1cccc(F)c1)c1nc(-c2cccs2)cs1 (stereo not drawn)
 : 5 | 10
Cc1cnc(CNC(=O)c2csc([C@@H]3O[C@H](CO)[C@H](O)[C@H](O)[C@H]3O)n2)cn1
 : -2 | 12
COc1ccccc1C=C1CCc2ccccc2C1=O
 : -1 | 0
O=C(NC1CCCCC1)c1nc(C2CCNCC2)oc1-c1ccccc1
 : 1 | 26
Cc1ccc(S(=O)(=O)N2C[C@H]3[C@H]4C(=O)N(C5CCCCC5)C(=O)[C@H]4CC(=O)[C@H]3[C@@H]2c2ccccc2Cl)cc1
 : -6 | 9
Cc1ccc(C(O)c2ncc(-c3ccccc3Cl)[nH]2)cc1 (stereo not drawn)
 : 3 | 18
Brc1cccc(-c2nc3c4ccccc4ccn3c2Cc2ccsc2)c1
 : -4 | -201
COc1cccc(CNC(=O)[C@@H]2CCCN2C(=O)[C@@H]2CCCN2)c1
 : 7 | 7
CC1(C(=O)NS(=O)(=O)c2ccccc2)CCN1C(=O)c1ccccc1CCc1ccccc1 (stereo not drawn)
 : 2 | -2
COc1ccc(CN2CCC2(C)C(=O)NCc2ccc3c(c2)OCO3)c2ccccc12 (stereo not drawn)
 : -1 | 4
COc1cc(-c2cc3nc(NCCN(C)C)ccn3n2)cc(OC)c1OC
 : -2 | -177
CCOC(=O)N1C(=O)C[C@](Sc2ccc(C)cc2)(C(=O)OC)[C@H]1c1ccccc1
 : 0 | 12
Cn1cc(-c2cnc3c(NC=O)cc(-c4cccc(C(F)(F)F)c4)cn23)cn1
 : -21 | -480
COc1ccc(-c2cc(NC=O)c3ncc(-c4cccc(C(=O)NCCN(C)C)c4)n3c2)cc1
 : -12 | -234
O=C(Nc1ccc2c(c1)OCCO2)C(CCc1ccccc1)N1CCN(C/C=C/c2ccccc2)CC1 (stereo not drawn)
 : 3 | 23
CCCCNC(=O)C1(C)CCN1C(=O)c1ccc(F)c(C)c1 (stereo not drawn)
 : 2 | 13

Four compounds already listed, arranged by number of heavy atoms, low to high:
The line under a structure holds: SENP1 inh | SENP8 block
Cc1cscc1-c1nc(NCC2CC2)nc2ccsc12
 : -34 | -495
COc1cccc(CNC(=O)[C@@H]2CCCN2C(=O)[C@@H]2CCCN2)c1
 : 7 | 7
Cn1cc(-c2cnc3c(NC=O)cc(-c4cccc(C(F)(F)F)c4)cn23)cn1
 : -21 | -480
CCOC(=O)N1C(=O)C[C@](Sc2ccc(C)cc2)(C(=O)OC)[C@H]1c1ccccc1
 : 0 | 12
